DAX1 inh-1: DAX1 (NR0B1) inhibitors on StAR promoter, primary screen, cell-based, luminescence, SF-1 (NR5A1), full-length DAX-1; HEK293T StAR-luciferase reporter, SF-1/DAX-1 repression relief; inhibition, % at 6.8 µM; 370,000 compounds, 1.1% hits; AID 652010, 2013;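 active = inhibition above the mean over all tested compounds plus 3 SD, cut at about 3.6% in these data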;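 note: 0% = DAX-1 cells with DMSO and 100% = cells lacking DAX-1 with DMSO; higher inhibition means more luminescence from relief of DAX-1 repression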
ADAM10 inh: human ADAM10 inhibitors, primary screen, biochemical, QFRET, HTS; Disintegrin and metalloproteinase domain-containing protein 10 (Homo sapiens), O14672; recombinant ADAM10, EDANS/DABCYL FRET peptide cleavage, 3 h; inhibition, % at 7 µM; 370,000 compounds, 0.62% hits;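 active = inhibition above a per-campaign cutoff equal to the mean of compounds falling between control-based bounds plus 3 SD, cut at about 20% in these data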;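 note: 0% = DMSO wells while the 100% control is not disclosed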
HGIII-sPLA2 inh: human group III sPLA2 inhibitors, primary screen, biochemical, QFRET, BODIPY PC-A2 liposome substrate. inhibition, % at 12.2 µM. 370,000 compounds, 0.56% hits. QFRET BODIPY PC-A2 liposome hydrolysis, fluorescence. Group 3 secretory phospholipase A2 (Homo sapiens), Q9NZ20. AID 743126, 2013;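 active = inhibition above mean plus 3 SD of compounds lying within the high and low control bounds, cut at about 19% in these data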;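 note: 0% = median of test compound wells and 100% = no enzyme DMSO wells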
ssDAF12 agonist: S. stercoralis DAF-12 nuclear receptor activators, primary screen, cell-based, luminescence, HEK293, GRIP1 co-expression, lit1-tk-luc; HEK293 ssDAF-12/GRIP1 lit1-tk-luc reporter; % of 3 µM dafachronic acid response; 370,000 compounds, 1% hits; activation, % at 6.8 µM; Nuclear hormone receptor DAF-12 (Strongyloides stercoralis);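 active = activation above the mean over all tested compounds plus 3 SD, cut at about 0.9% in these data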;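 note: 0% = DMSO-only wells and 100% = 3 µM delta7-dafachronic acid wells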
GC-B act: human GC-B receptor activators, primary screen, HEK293 GC-B cells, cGMP TR-FRET, EC30 CNP; Atrial natriuretic peptide receptor 2 (Homo sapiens), P20594; 0% at EC30 CNP, 100% saturating CNP; activation, % at 10 µM; 370,000 compounds, 0.11% hits;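 active = activation at 10 µM reaching about 35% in either raw or pattern-adjusted values, limit read from the data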
hcDAF12 agonist: H. contortus DAF-12 nuclear receptor activators, primary screen, cell-based, luminescence, HEK293, lit1-tk-luc reporter; HEK293 hcDAF-12 lit1-tk-luc reporter; 0% DMSO, 100% Δ7-dafachronic acid; activation, % at 6.8 µM; 370,000 compounds, 1.4% hits; AID 652067, 2013;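 active = activation above the mean of all tested compounds plus 3 SD, cut at about 5.5% in these data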;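 note: 100% = response to 3 µM Δ7-dafachronic acid high control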
DAX1 inh-2: DAX1 (NR0B1) inhibitors, primary screen, cell-based, HEK293, Gal4-DAX1, luciferase luminescence; Nuclear receptor subfamily 0 group B member 1 (Homo sapiens), P51843; HEK293 Gal4-DAX1 luciferase reporter; inhibition, % at 6.75 µM; 340,000 compounds, 0.99% hits; AID 504766, 2011;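 active = inhibition above the mean over all tested compounds plus 3 SD, cut at about 4.2% in these data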;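 note: 0% = DAX1-transfected cells with DMSO and 100% = empty-vector control cells with DMSO; inhibition shows as a rise in luminescence from relieved DAX1 repression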
GC-A act: GC-A stimulated cGMP production enhancers – HEK293 GC-A cells, cGMP TR-FRET, EC30 ANP, primary screen. Atrial natriuretic peptide receptor 1 (Homo sapiens), P16066. 0% at EC30 ANP, 100% saturating ANP. activation, % at 10 µM. 370,000 compounds, 0.14% hits. AID 1671463, 2021; in the data active = activation above about 40%
Target sequence (P16066 whole entry, looked up): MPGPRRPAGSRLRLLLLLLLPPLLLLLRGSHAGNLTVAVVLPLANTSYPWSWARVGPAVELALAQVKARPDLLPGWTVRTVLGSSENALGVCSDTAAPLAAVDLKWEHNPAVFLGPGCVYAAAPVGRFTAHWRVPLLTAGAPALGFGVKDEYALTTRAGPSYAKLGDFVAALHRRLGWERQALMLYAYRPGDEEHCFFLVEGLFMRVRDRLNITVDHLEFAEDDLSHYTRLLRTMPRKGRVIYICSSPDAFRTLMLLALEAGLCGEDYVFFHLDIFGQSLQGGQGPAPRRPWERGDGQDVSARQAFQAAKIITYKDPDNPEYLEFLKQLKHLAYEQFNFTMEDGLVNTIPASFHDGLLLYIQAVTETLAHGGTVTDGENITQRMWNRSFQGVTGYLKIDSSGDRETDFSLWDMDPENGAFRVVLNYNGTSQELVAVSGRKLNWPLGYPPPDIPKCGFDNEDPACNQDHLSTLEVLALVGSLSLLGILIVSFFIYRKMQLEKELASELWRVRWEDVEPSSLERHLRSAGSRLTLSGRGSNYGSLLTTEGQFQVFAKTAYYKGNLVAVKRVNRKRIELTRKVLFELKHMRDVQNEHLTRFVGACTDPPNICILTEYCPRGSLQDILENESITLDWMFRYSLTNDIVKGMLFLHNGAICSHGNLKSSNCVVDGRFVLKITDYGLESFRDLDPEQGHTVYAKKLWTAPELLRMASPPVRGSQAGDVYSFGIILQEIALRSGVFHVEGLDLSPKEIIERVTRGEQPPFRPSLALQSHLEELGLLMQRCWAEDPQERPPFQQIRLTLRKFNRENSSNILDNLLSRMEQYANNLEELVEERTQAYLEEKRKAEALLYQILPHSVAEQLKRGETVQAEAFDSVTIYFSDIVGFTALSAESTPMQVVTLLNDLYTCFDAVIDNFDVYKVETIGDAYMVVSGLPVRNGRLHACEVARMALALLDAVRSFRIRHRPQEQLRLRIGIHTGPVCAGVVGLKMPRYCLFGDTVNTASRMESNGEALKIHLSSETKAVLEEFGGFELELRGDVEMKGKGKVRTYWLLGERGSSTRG
SMARCA2 activ: SMARCA2 (BRM) function activators, primary screen, cell-based, luminescence, high throughput | MG213 cells, MMTV-luciferase reporter, dexamethasone, overnight | activation, % at 9.1 µM | 370,000 compounds, 1% hits | AID 652017, 2013; in the data active = activation above about 7.8%;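 note: 0% = vehicle wells and 100% = reference activator wells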
GAA850 FXN act: FXN promoter activators, primary screen, cell-based, luciferase luminescence, HEK293 lucGAA850 | HEK293 lucGAA850 FXN promoter luciferase reporter, 24 h; percent of 10 µM SAHA response | activation, % at 6 µM | 360,000 compounds, 0.56% hits;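 active = activation above the average of all compounds screened plus 3 SD, cutoff fixed separately per campaign, cut at about 7.5% in these data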;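 note: 0% = DMSO wells and 100% = 10 µM SAHA wells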
hgDAF12 agonist: H. glycines DAF-12 receptor agonists, primary screen, cell-based, luminescence, HEK293, GAL4 fusion, UAS-luciferase | HEK293 GAL4-hgDAF12 UAS-luciferase reporter, agonist luminescence; normalized to butyrate control | activation, % at 6.8 µM | 370,000 compounds, 1.8% hits | AID 687014, 2013;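 active = activation above a cutoff set at the mean of all screened compounds plus 3 SD, cut at about 10% in these data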;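 note: 0% = DMSO wells and 100% = sodium butyrate wells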
An asterisk follows results filed as active; i = inactive; nt = not tested or not shown.

SMILES	DAX1 inh-1	ADAM10 inh	HGIII-sPLA2 inh	ssDAF12 agonist	GC-B act	hcDAF12 agonist	DAX1 inh-2	GC-A act	SMARCA2 activ	GAA850 FXN act	hgDAF12 agonist
CN(C)c1ccc(/C=C2\CCC/C(=C\c3ccccc3)C2=O)cc1	-0.6	10	4	-0.9	3	3.0	-1.1	3	-3	2.0	1.9
O=C(Nc1c(F)cccc1F)c1ccc(-n2cncn2)nc1	0.9	-5	0	-1.0	4	-0.3	-0.1	7	1	-1.1	-2.0
COc1ccc(C(=O)NNC(=O)Cc2ccc(-c3ccccc3)cc2)cc1OC	-0.2	6	2	-0.9	0	-2.6	-1.4	22	-3	-1.2	-0.6
CCOc1ccc(OCC)c(NC(=O)c2nnn(CC(=O)Nc3cc(C)cc(C)c3)c2N)c1	-0.3	3	2	-1.9	4	1.0	0.9	0	-3	1.4	-0.7
CCN1CCN(C(=O)c2ccc(OC3CCN(CCc4ccccc4)CC3)cc2)[C@@H](C)C1=O	-0.7	-2	-11	-0.7	9	3.5	0.0	0	0	-0.7	-2.1
CCN(c1ccccc1)S(=O)(=O)c1cccc(C(=O)OCC(=O)Nc2ccc(NC(C)=O)cc2)c1	-1.0	-6	0	-0.8	6	-0.3	0.1	0	-2	0.4	-0.2
O=C(NC(=S)Nc1cc(S(=O)(=O)N2CCOCC2)ccc1O)c1ccco1	0.8	-2	14	-1.2	4	-1.6	0.8	0	-2	1.0	-3.2
Cc1nc(C)c(-c2csc(Nc3ccc(O)c(C(=O)O)c3)n2)s1	0.6	-42	-20	-0.5	0	-0.6	-0.2	-4	0	0.3	-0.4
CCCC(C)NC(=O)COC(=O)c1ccc2c(c1)C(=O)N(Cc1ccco1)C2=O (configuration not stated)	-0.1	-2	2	-0.3	-2	4.2	-0.2	2	-1	-2.1	0.3
CC(=O)Nc1nonc1-c1nc2ccccc2n1C	0.1	-9	-3	-0.5	0	0.8	1.8	0	-3	3.4	-1.3
O=C1CNC(=O)/C(=C\c2ccccc2)N1	0.3	1	2	-1.4	-3	0.2	1.4	4	-1	0.9	2.9
CCCCOC(=O)C1CN(c2ccccc2)N=C1C(=O)OCC (configuration not stated)	-1.2	-215	13	-1.2	2	0.5	-0.8	4	-3	0.2	6.1
O=c1c2ccccc2nc(SCCN2CCOCC2)n1CCc1ccccc1	-1.6	-2	-3	-1.1	-6	0.0	0.3	-5	0	0.8	-1.2
Cc1c(C(=O)Nc2ccc(Cc3ccncc3)cc2)cccc1[N+](=O)[O-]	-2.7	8	-12	-2.0	1	-4.6	-1.7	-1	-5	-0.8	-5.6
Cc1c(N2C(=O)C3C4C=CC(C4)C3C2=O)c(=O)n(-c2ccccc2)n1C (configuration not stated)	0.3	-9	11	-1.4	5	1.0	-0.4	4	-7	0.3	-1.9
CC(=O)N1c2ccc(S(=O)(=O)NCCC(=O)NC3CCCC(C)C3C)cc2CC1C (configuration not stated)	-0.4	-2	1	-1.3	-3	-1.2	-0.1	0	-3	-2.9	1.5
CCC(=O)c1ccc(OCC(=O)OCC(=O)N2CCc3ccccc3C2)cc1	0.4	-12	1	-0.2	-3	-0.5	-0.8	9	1	1.7	-1.4
O=C(NCCC(=O)N1CCC2(CC1)NCCc1[nH]cnc12)c1ccc(F)c(F)c1	-0.1	-4	5	-0.9	7	2.5	0.2	3	0	2.1	-0.5
Fc1cccc(Nc2ncnc3c2cnn3-c2ccccc2)c1	2.1	-9	-6	-1.8	-9	-2.5	0.5	2	-2	2.6	4.8
Cc1ccc([C@@H]2[C@@H]3C(=O)N(C)C(=O)[C@@H]3[C@]3(C)C(=O)N(CC4CC4)CC(=O)N23)o1	0.2	1	0	-1.3	9	0.0	0.1	2	1	0.2	3.9

3 entries picked at random from the list so far, as already listed:
SMILES	DAX1 inh-1	ADAM10 inh	HGIII-sPLA2 inh	ssDAF12 agonist	GC-B act	hcDAF12 agonist	DAX1 inh-2	GC-A act	SMARCA2 activ	GAA850 FXN act	hgDAF12 agonist
O=C1CNC(=O)/C(=C\c2ccccc2)N1	0.3	1	2	-1.4	-3	0.2	1.4	4	-1	0.9	2.9
CCC(=O)c1ccc(OCC(=O)OCC(=O)N2CCc3ccccc3C2)cc1	0.4	-12	1	-0.2	-3	-0.5	-0.8	9	1	1.7	-1.4
CCN(c1ccccc1)S(=O)(=O)c1cccc(C(=O)OCC(=O)Nc2ccc(NC(C)=O)cc2)c1	-1.0	-6	0	-0.8	6	-0.3	0.1	0	-2	0.4	-0.2

Further entries
SMILES	DAX1 inh-1	ADAM10 inh	HGIII-sPLA2 inh	ssDAF12 agonist	GC-B act	hcDAF12 agonist	DAX1 inh-2	GC-A act	SMARCA2 activ	GAA850 FXN act	hgDAF12 agonist
CC(C)C[C@H](NC(=O)c1[nH]cnc1C(=O)N[C@@H](Cc1ccccc1)C(=O)OC(C)(C)C)C(=O)OC(C)(C)C	-1.1	7	-12	-1.3	7	-1.9	1.2	1	0	-0.2	0.5
Cc1csc(NC(=O)c2ccc3c(c2)OCO3)n1	1.7	11	2	-0.5	2	4.4	0.6	1	5	0.2	17*
COc1cccc(C(O)CC(N)=O)c1 (configuration not stated)	-0.4	0	-5	-0.8	2	1.6	-0.5	3	1	1.4	0.9
CCOc1ccc(C(=O)C(C)OC(=O)Cn2cnc3c2c(=O)n(C)c(=O)n3C)cc1 (configuration not stated)	2.9	-7	2	-0.8	2	-0.5	-1.6	0	-1	-0.5	3.2
Cc1ccc(C2=NN(C(=O)CNCCO)C(c3cccs3)C2)cc1 (configuration not stated)	0.7	3	3	0.1	1	4.0	2.0	3	1	3.4	7.2
O=C(Nc1ccc2c(c1)OCCO2)C(c1ccccc1)n1c(=O)c(-c2cc3ccccc3[nH]2)nc2ccccc21 (configuration not stated)	-0.1	-246	-5	0.4	-3	2.6	nt	2	-2	nt	2.5
CCCNc1nc2nc3ccccn3c(=O)c2cc1C(=O)NCCN1CCOCC1	-0.1	i	2	-0.6	7	0.2	-0.2	10	0	-1.0	0.6
Cc1c(CC(=O)O)c(=O)oc2c(C)c(OCc3ccc(F)cc3F)ccc12	0.3	-48	4	-1.1	7	2.1	0.2	-1	-3	-1.3	0.4
CC(C)Cc1ccc(CN2CCCC(NC(=O)c3cccc(-n4cnnc4)c3)C2)cc1 (configuration not stated)	-3.8	-10	4	-0.9	-3	-1.2	-1.6	-4	-2	-1.3	-2.3
CCOC(=O)COc1cc(Br)c(/C=N/Nc2ccccc2)cc1OC	0.1	-4	1	-0.9	-2	-2.4	-0.3	5	2	-0.2	-2.3
COc1ccc(/C=C/C(=O)c2ccc(NC3=NCCCS3)cc2)cc1OC	-2.3	6	-14	-0.9	-1	-3.1	-1.6	2	-3	-0.9	-3.8
COC(=O)c1cccc(NC(=S)Nc2ccc(Cl)c(Cl)c2)c1	0.1	2	7	-2.3	-3	-1.8	2.0	1	-3	-0.6	-0.4
COc1ccccc1CNc1cccc(C)n1	1.0	-13	13	-0.7	-4	-1.1	0.8	3	-6	2.8	1.0
COc1ccc(NS(=O)(=O)c2cccc(NC(=O)NCCCl)c2)cc1	-0.4	4	-9	-0.9	-3	-0.6	-0.1	-2	1	0.5	-1.4
CC1NC(=S)N(C2CCCCC2)C1=O (configuration not stated)	0.8	-9	-10	-1.2	0	-0.3	3.6	6	-3	3.9	-3.1
CSc1cccc(NC(=O)CNC(=O)C2CCCCC2)c1	0.5	-3	-5	-0.6	6	-0.6	0.3	3	-1	1.9	1.6
Cc1cc(NC(=O)CSc2nnc(-c3ccoc3C)o2)no1	-0.4	4	-6	-1.4	-5	-1.5	-1.2	-4	-3	-0.4	-1.5
c1ccc(OCc2ccc(CCCN3CCOCC3)cc2)cc1	-1.6	4	0	-0.6	6	0.2	0.5	1	1	0.8	4.0
CCn1c(=N)n(CCOc2ccc(OC)cc2)c2ccccc21	-0.6	0	4	-1.1	-10	-1.7	0.8	-9	-1	-1.3	0.6
CCOC(=O)c1c(C)c(C(=O)N(C)C2CCCCC2)c(C)n1C	-0.2	1	1	-0.7	-2	0.3	-0.6	2	-1	-1.0	-1.4
Cc1ccc(C)c(Nc2nn3c(=O)c4ccc(C(=O)NCc5cccnc5)cc4nc3s2)c1	-0.6	-5	2	-1.1	2	-0.6	0.2	3	2	-0.7	-0.7
CCOC(=O)c1ccccc1NC(=O)c1ccc(NS(C)(=O)=O)cc1	-1.0	1	-28	-1.3	-5	-1.5	-0.1	-1	1	2.6	-1.6
O=C(c1ccccc1F)N1CCN(c2ccccc2F)CC1	-0.2	2	3	-1.1	0	-0.8	1.1	-3	-2	3.2	-3.2
N#Cc1ccccc1OCC(=O)Nc1nc(-c2ccccn2)cs1	-1.9	-5	-5	-0.4	-4	-0.7	0.6	-5	-2	-2.6	-2.9
CC(=O)N1CCN(c2ccc(NC(=O)c3cccc(OCc4ccccc4)c3)cc2)CC1	-0.5	-1	3	-1.4	4	-2.3	-0.8	4	1	-0.5	-0.5
O=C(COC(=O)c1ccccc1NCCO)NCCc1ccccc1	0.1	i	1	-1.0	11	2.8	0.1	1	3	1.6	-0.3
O=C1NC(=O)c2c(Br)c(Br)c(Br)c(Br)c21	-0.1	-11	-3	1.0*	-6	1.4	1.3	7	-5	1.4	2.0
O=C1c2ccccc2NC(c2ccc(Br)o2)N1O (configuration not stated)	1.8	-15	4	-0.4	-8	1.9	0.9	-2	6	3.3	3.0
CC1(c2ccc(Cl)cc2)NC(=O)N(CC(=O)NC2CCCCC2)C1=O (configuration not stated)	-1.9	0	6	-1.4	0	-0.2	0.6	-1	-3	-1.1	2.4
CCN1C(=O)c2cccc3c(S(=O)(=O)NCC4CCCO4)ccc1c23 (configuration not stated)	-0.8	-419	-2	-1.0	5	-0.1	1.7	6	-2	1.7	-3.1
N#Cc1c(SCc2ccc(Cl)cc2)sc(C(=O)c2ccccc2)c1N	-0.6	4	8	-1.3	-1	0.3	-0.5	-4	-1	0.6	0.4
O=C(C1CCN(S(=O)(=O)c2ccc(Cl)c(C(F)(F)F)c2)CC1)N1CCC1	-0.9	1	7	-1.1	-2	-0.1	0.2	3	-1	0.9	-0.2
O=C(Nc1ccccc1)Nc1nncs1	0.5	-3	4	-1.6	1	-1.0	-0.5	4	3	-1.7	1.6
